Screens from PubChem BioAssay.
TRHR agonist – TRH receptor (human) agonism | P34981 | TRHR cells, calcium flux fluo-8, FDSS agonist mode | activation, % at 2 µM | hit rate 0.18% among 360,000; further: 0% is about no effect
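TRHR-expressing cells loaded with fluo-8 calcium dye; 23 nL library compound pin-transferred, kinetic FDSS fluorescence (Ex 480/Em 530) recorded about 180 s for agonist-induced calcium release, before a 10 nM TRH EC20 addition for potentiator mode.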
D2 agonist – activates the human D2 dopamine receptor; P14416; HEK293 T-REx D2 cells, calcium flux agonist mode; activation, % at 2 µM; hit rate 0.53% among 340,000;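 active means activation over 3 SD above normal in the single-dose calcium agonist read, cut at about 30% in these data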; further: 0% is about no effect
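Tetracycline-induced HEK293 T-REx cells with force-coupled D2 receptor, plated overnight at 30 C, loaded with no-wash calcium dye. After a 10 s baseline, compound was pin-added and calcium flux read kinetically for 180 s; calcium rises flagged agonists.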
RXFP1 antag – antagonists of human relaxin receptor RXFP1. activity change, negative = inhibition, % at 57.5 µM. HEK293-RXFP1, relaxin-stimulated cAMP HTRF, 30 min; active compounds read low. AID 1259400. hit rate 0.59% among 350,000. Q9HBX9;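 active means activity change of -60% or lower, but not beyond a set lower limit; inconclusive means change between -60% and -40%, or beyond the set limit; inactive means change above -40%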; further: on the % scale 0 is the no-effect control and ±100 the full control effect
Target sequence (Q9HBX9 whole entry, looked up): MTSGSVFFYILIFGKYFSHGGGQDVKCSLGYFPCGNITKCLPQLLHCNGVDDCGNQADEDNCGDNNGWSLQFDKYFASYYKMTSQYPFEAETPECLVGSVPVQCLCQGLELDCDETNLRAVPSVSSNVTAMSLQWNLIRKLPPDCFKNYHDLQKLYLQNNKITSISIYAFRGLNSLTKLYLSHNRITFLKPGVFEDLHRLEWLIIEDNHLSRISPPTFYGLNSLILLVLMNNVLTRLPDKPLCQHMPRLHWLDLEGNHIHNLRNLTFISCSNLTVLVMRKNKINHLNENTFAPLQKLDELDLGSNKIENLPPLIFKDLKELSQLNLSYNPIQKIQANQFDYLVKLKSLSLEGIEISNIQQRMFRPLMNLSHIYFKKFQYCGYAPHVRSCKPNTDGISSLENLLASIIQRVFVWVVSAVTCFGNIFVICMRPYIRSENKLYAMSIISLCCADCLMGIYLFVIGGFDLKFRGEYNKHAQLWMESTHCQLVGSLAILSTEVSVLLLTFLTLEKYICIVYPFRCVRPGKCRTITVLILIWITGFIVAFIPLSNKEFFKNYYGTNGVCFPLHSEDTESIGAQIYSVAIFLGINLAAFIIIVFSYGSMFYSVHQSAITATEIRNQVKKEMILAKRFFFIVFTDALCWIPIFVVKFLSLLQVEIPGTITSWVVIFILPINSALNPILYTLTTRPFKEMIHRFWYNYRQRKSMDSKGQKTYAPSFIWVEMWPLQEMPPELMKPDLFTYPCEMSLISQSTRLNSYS
D2 potentiator – positive allosteric modulators of human D2 dopamine receptor. potentiation, % at 10 µM. P14416. hit rate 0.34% among 340,000. HEK293 T-REx D2, calcium flux, EC20 dopamine potentiation. AID 485347;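 active means potentiation over 3 SD above the plate norm, cut at about 30% in these data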; further: 0% is about no effect
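Potentiation of an EC20 dopamine calcium response is measured in a force-coupled, tetracycline-inducible Hek293 Trex D2 line. Compound-only kinetic reads over 180 s flag agonists before dopamine addition.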
TRHR PAM – allosterically enhances the human TRH receptor; AID 493056; TRHR cells, fluo-8 calcium fluorescence, EC20 TRH enhancement; enhancement, % at 2 µM; hit rate 0.66% among 360,000; P34981; in the data active means enhancement above about 30%; further: 0% is about no effect
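Enhancer read-out: after compound pinning and an initial kinetic agonist-mode read, an EC20 of TRH (10 nM final) was injected and fluo-8 calcium signal (Ex 480/Em 530) followed at 1 s/cycle for 100 cycles in TRHR-expressing cells.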
D1 antag – blocks dopamine activation of the human D1 receptor; P21728; HEK293 TREx D1 cells, calcium flux, dopamine EC80; active compounds read low; activity change, negative = inhibition, % at 10 µM; hit rate 3.2% among 360,000; AID 504652; in the data active means activity change below about -30%; further: on the % scale 0 is the no-effect control and ±100 the full control effect
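Tetracycline-induced HEK293 T-REx cells with force-coupled D1 receptor were loaded with a no-wash calcium dye. Compound was added after a 10 s baseline and read kinetically for 180 s; EC80 dopamine was then added and calcium flux followed another 180 s.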
D1 ag – human D1 receptor agonism; P21728; HEK293 T-REx D1 cells, calcium flux, agonist mode; activation, % at 2 µM; hit rate 1% among 360,000; AID 504660; further: 0% is about no effect
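Tetracycline-induced HEK293 TREx D1 cells, force-coupled to calcium signalling, were dye-loaded with a no-wash calcium kit. Compound was pin-added after a 10 s baseline. Fluorescence was read kinetically at 1 cycle/s for 180 s, with calcium rises flagged as agonism.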
D2 antagonist – antagonizes the human D2 dopamine receptor. P14416. HEK293 TREx D2 cells, calcium flux, dopamine EC80. hit rate 2% among 340,000. inhibition, % at 10 µM; in the data active means inhibition above about 30%; further: 0% is about no effect
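Tetracycline-induced HEK293 T-REx cells expressing D2 force-coupled to calcium signalling were dye-loaded, exposed to compound for 180 s, then challenged with an EC80 of dopamine; calcium flux was followed kinetically for a further 180 s.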
D1 PAM – human D1 dopamine receptor positive modulation. HEK293 TREx D1 cells, calcium flux, dopamine EC20 potentiation. potentiation, % at 10 µM. hit rate 0.036% among 360,000. AID 504651; in the data active means potentiation above about 30%; further: 0% is about no effect
The depositor's hits bear a star; ? = inconclusive; / = not tested or not shown. Unless noted, no stated cut-off is given here; in the data, active means activation above about 30%; inactive means the rest. Compounds were not picked by outcome. About 7.1% of those tested had a hit in this group.

SMILES | TRHR agonist | D2 agonist | RXFP1 antag | D2 potentiator | TRHR PAM | D1 antag | D1 ag | D2 antagonist | D1 PAM
Cc1ccc(C(=O)N/C(=C\c2ccc(-c3cccc([N+](=O)[O-])c3)o2)C(=O)NCCCN2CCOCC2)cc1 | -0.3 | 0.5 | -4 | -18 | -8 | -9 | 3 | -2 | 0
Cc1ccc(Nc2c(-c3ccc(N4CCOCC4)cc3)nc3c(C)cccn23)cc1 | -0.3 | -1.4 | -5 | / | -5 | -32* | 3 | / | -1
CC(=O)c1ccc(OCc2cc(C(=O)N(C)Cc3cc(C)no3)no2)cc1 | -0.6 | -1.0 | 1 | 6 | -3 | -10 | 5 | -4 | -2
CCOC(=O)Cc1c(C)nc2c(-c3ccccc3)c[nH]n2c1=O | 0.6 | -0.1 | 7 | 5 | 11 | 1 | 0 | 10 | -4
CN(C(=O)C1CCOC1)c1nnc(C2CCOC2)s1 (stereo not drawn) | 0.0 | 0.9 | 1 | -8 | 13 | 4 | 1 | -2 | -1
Cc1ccc(CN(C(=O)COc2ccc(Cl)c(C)c2)c2ccccn2)o1 | 0.4 | -0.5 | / | -10 | 2 | -3 | -2 | / | 0
Cc1ccccc1-c1noc(CCC(=O)NCC2CCCO2)n1 (stereo not drawn) | 0.2 | 0.8 | -15 | 15 | 11 | / | -1 | -4 | -2
COc1ccc(-c2cc(C(=O)Nc3ccccc3N3CCOCC3)c3ccccc3n2)cc1OC | -0.5 | -0.9 | 0 | 4 | 3 | 0 | 3 | 27 | 17
Cc1ccc2nc(NC(=O)C3CCN(c4ncnc5sc(C)c(C)c45)CC3)sc2c1 | 1.1 | 0.9 | 1 | -3 | 1 | -3 | 1 | 6 | -1
CSc1ccc(C2c3[nH]c4ccccc4c3CCN2C(=O)CCC2CCCC2)cc1 (stereo not drawn) | 1.0 | 1.0 | -10 | 3 | 3 | -4 | 1 | / | -1
COC(=O)NCc1ccc2c(c1)OCO2 | 0.5 | 1.0 | 6 | 1 | 3 | 6 | 3 | 5 | -4
O=C1COc2ccc(C(=O)CCl)cc2N1 | 2.2 | 1.1 | 0 | 5 | 13 | 1 | 3 | 4 | 10
CN(CCc1ccccn1)S(=O)(=O)c1ccccc1F | 0.5 | 0.2 | -1 | -1 | 11 | -2 | 1 | -6 | 1
COc1ccc(NC(=O)COc2cccc3c2CCN(Cc2cccnc2)C3=O)cc1 | -0.4 | 1.0 | -3 | -11 | 0 | -4 | 1 | 15 | 2
COc1cccc(NC(=O)C2CC(=O)N(Cc3ccc(C)cc3)C2)c1 (stereo not drawn) | -0.3 | -0.9 | -3 | -17 | 0 | 5 | 4 | -28 | 0
CCOc1cc(N2CCOCC2)c(OCC)cc1NC(=S)NCCCOC | 0.3 | 0.2 | -10 | 2 | -2 | 7 | 2 | -1 | 1
Cc1ccc(S(=O)(=O)Nc2ccccc2C(N)=O)cc1 | 0.3 | -0.8 | -5 | 10 | 0 | 9 | 2 | 9 | -7
CCCc1ccc(-c2csc(NC(=O)C3=COCCO3)n2)cc1 | 0.1 | -0.1 | -16 | -4 | -2 | 25 | 4 | -9 | 21
Clc1ccc(CN2CCN(c3ncccn3)CC2)cc1 | -0.4 | 73* | -13 | -17 | -5 | 38 | 7 | 85* | -1
Cc1nc(SCC(=O)Nc2ccccc2Cl)c2c(C)c(C)sc2n1 | 0.1 | -0.2 | 2 | -3 | 5 | -6 | 4 | 4 | 3
Cc1ccc(NC(=O)c2cc(-c3ccc4c(c3)OCO4)on2)cc1C | 0.7 | 0.7 | 11 | 5 | 2 | -3 | 1 | -48 | -3
CC1CCN(c2ccc(-c3ccc(NC(=O)c4ccco4)cc3)nn2)CC1 | 0.7 | / | -25 | / | 1 | 1 | 1 | / | 2
Cc1ccc(CN(CC(=O)NCc2ccc3c(c2)OCO3)C(=O)c2csnn2)cc1 | -0.5 | 0.8 | -33 | 2 | -14 | 14 | 1 | 10 | -4
O=C(C1COc2ccccc2O1)N1CCc2ccccc21 (stereo not drawn) | -3.0 | 0.4 | -8 | 5 | 7 | 0 | 3 | 35* | -1
CSc1nc(Cl)c(Cc2ccc(OCC(C)C)cc2)c(N2CCOCC2)n1 | 1.5 | 1.1 | -11 | -6 | -6 | 0 | 2 | -8 | -4
(more compounds)
SMILES | TRHR agonist | D2 agonist | RXFP1 antag | D2 potentiator | TRHR PAM | D1 antag | D1 ag | D2 antagonist | D1 PAM
CC1CCc2sc(C(=O)OCC(=O)NCc3ccc(F)cc3)cc2C1 (stereo not drawn) | 0.3 | 0.5 | 27 | 4 | 5 | -11 | 4 | -5 | -8
O=C(NC1CCCCCC1)C1CCN(C(=O)c2cccc(Cl)c2)CC1 | 2.3 | -3.2 | -8 | / | 1 | 12 | 0 | 9 | -2
COc1ccc(N2CCN(c3nc(-c4ccccc4F)nc4ccccc34)CC2)cc1 | -0.2 | 0.9 | ? | 8 | -7 | -14 | 3 | / | -4
Cc1cc2c(s1)c1cnn(Cc3c(F)c(F)c(C(F)(F)F)c(F)c3F)c(=O)c1n2C | -0.1 | / | / | / | 1 | 7 | 1 | / | 1
COc1ccc(C(=O)CN2C3=NCCCN3c3ccccc32)cc1OC | -0.4 | 1.8 | 26 | -5 | -7 | -44* | 0 | -6 | -2
O=C(c1cnn2c(C(F)(F)F)cc(-c3ccco3)nc12)N1CCCCCC1 | -0.9 | -1.0 | -9 | 0 | 18 | 1 | 5 | 6 | 2
COc1ccc(-n2c(COc3ccc4c(c3)OCO4)nnc2SCC(=O)O)cc1 | -0.3 | 1.9 | 6 | -2 | -4 | -6 | 7 | -10 | 6
CN1CCN(S(=O)(=O)c2ccc(NC(=O)c3ccco3)cc2)CC1 | 0.1 | 0.1 | 8 | -12 | -1 | -9 | 1 | -11 | -12
Cc1nnc(-n2cnc3ccccc32)c2ccccc12 | 0.1 | 0.6 | 0 | 2 | 3 | 0 | -1 | 7 | 0
CC(C)CC(=O)Nc1nnc(SCC(=O)NCc2ccco2)s1 | 0.1 | 0.1 | 1 | 10 | -3 | -1 | 0 | 22 | -2
CC(C)(C)c1ccc(S(=O)(=O)c2cnc(SCC(=O)Nc3ccc4c(c3)OCCO4)[nH]c2=O)cc1 | -0.2 | / | -15 | 6 | -3 | -14 | 0 | / | 0
CCc1ccc(CN(Cc2cn[nH]c2-c2ccc(OC)cc2)C(=O)Nc2cc(Cl)ccc2OC)cc1 | -0.8 | -1.3 | -38 | 2 | 2 | -62* | 2 | / | 4
Nc1c(-c2ccc(Cl)cc2)cnc2c(-c3ccc(F)cc3)cnn12 | 1.7 | / | -2 | / | -7 | -7 | 3 | / | 0
COc1cccc(NCc2cc(=O)oc3cc(-c4ccccc4)c(O)cc23)c1 | 0.4 | -0.9 | -32 | -2 | -1 | -12 | 2 | -9 | -7
Cc1cccc2sc(N(CCN(C)C)C(=O)C3CCN(S(=O)(=O)c4cccs4)CC3)nc12 | 0.4 | 0.2 | -22 | -13 | 5 | 24 | 39* | -16 | -5
Cc1ccc(-c2nn(-c3ccc(F)cc3)cc2C(=O)NCC2CCCO2)cc1 (stereo not drawn) | 0.5 | -0.9 | 1 | -14 | -5 | -5 | 1 | -7 | 0
COc1cc(NC(=O)COc2cccc(C)c2C)ccc1NC(=O)c1ccco1 | -0.4 | -1.3 | 2 | 5 | -9 | -6 | 3 | 2 | 0
COc1ccccc1NC(=O)Cc1nnc(SCC(=O)Nc2ccc(F)cc2F)n1C | 0.5 | -3.0 | 18 | / | 1 | -18 | 0 | 10 | 2
CCOC(=O)C1CCC(CN(Cc2ccccc2C)S(=O)(=O)c2ccc([N+](=O)[O-])cc2)CC1 (stereo not drawn) | 0.6 | 1.4 | 6 | 12 | -1 | -6 | 7 | -9 | 5
CCC(=O)Nc1ccc(C(=O)Nc2ccc3c(c2)OCO3)cc1 | 0.3 | -0.7 | -2 | -2 | 0 | -1 | 2 | 4 | -5
CCCCCOC(=O)Cn1c(SCC(=O)Nc2ccccc2)nc2c1c(=O)[nH]c(=O)n2C | 0.1 | 0.7 | 1 | 5 | 0 | -4 | 1 | 24 | -7
C/C(CC(=O)Nc1cccc(Cl)c1)=N\NC(=O)Cc1ccc(Cl)cc1 | 0.2 | 0.5 | -7 | -6 | 6 | -27 | 3 | -3 | -2
COc1ccc(NC(=O)Cn2c(=O)n(-c3ccc(C)cc3)c(=O)c3c2cnn3C)cc1 | -0.6 | 0.4 | / | 11 | 4 | 10 | 5 | / | -1
Cc1ccc(NC(=O)CSc2nnc(Cc3csc(C)n3)o2)c(C)c1 | -0.4 | 0.3 | -2 | -6 | 5 | 2 | 4 | -8 | 5
CCOC(=O)c1nn(-c2ccc(OC)cc2)c(=O)c2c(NC(=O)Cc3ccccc3)scc12 | 0.5 | / | / | / | 1 | 2 | 4 | / | 16
C=CCNc1nc(-c2sc(NC(C)=O)nc2C)cs1 | -0.5 | / | 15 | -4 | -1 | -8 | -2 | / | -6
CC(C)C(=O)N1CCC2(CC1)Oc1ccc(Cl)cc1C(=O)C21CC(c2ccccc2)=NO1 (stereo not drawn) | -0.1 | 0.3 | / | -7 | 3 | -6 | 4 | -8 | -2

9 entries from above, with two lines to a compound:
The line under a structure holds: TRHR agonist, D2 agonist, RXFP1 antag, D2 potentiator, TRHR PAM, D1 antag, D1 ag, D2 antagonist, D1 PAM
> CCc1ccc(CN(Cc2cn[nH]c2-c2ccc(OC)cc2)C(=O)Nc2cc(Cl)ccc2OC)cc1
→ -0.8, -1.3, -38, 2, 2, -62*, 2, /, 4
> Nc1c(-c2ccc(Cl)cc2)cnc2c(-c3ccc(F)cc3)cnn12
→ 1.7, /, -2, /, -7, -7, 3, /, 0
> COc1cccc(NCc2cc(=O)oc3cc(-c4ccccc4)c(O)cc23)c1
→ 0.4, -0.9, -32, -2, -1, -12, 2, -9, -7
> Cc1cccc2sc(N(CCN(C)C)C(=O)C3CCN(S(=O)(=O)c4cccs4)CC3)nc12
→ 0.4, 0.2, -22, -13, 5, 24, 39*, -16, -5
> Cc1ccc(-c2nn(-c3ccc(F)cc3)cc2C(=O)NCC2CCCO2)cc1 (stereo not drawn)
→ 0.5, -0.9, 1, -14, -5, -5, 1, -7, 0
> COc1cc(NC(=O)COc2cccc(C)c2C)ccc1NC(=O)c1ccco1
→ -0.4, -1.3, 2, 5, -9, -6, 3, 2, 0
> COc1ccccc1NC(=O)Cc1nnc(SCC(=O)Nc2ccc(F)cc2F)n1C
→ 0.5, -3.0, 18, /, 1, -18, 0, 10, 2
> CCOC(=O)C1CCC(CN(Cc2ccccc2C)S(=O)(=O)c2ccc([N+](=O)[O-])cc2)CC1 (stereo not drawn)
→ 0.6, 1.4, 6, 12, -1, -6, 7, -9, 5
> CCC(=O)Nc1ccc(C(=O)Nc2ccc3c(c2)OCO3)cc1
→ 0.3, -0.7, -2, -2, 0, -1, 2, 4, -5
